# Bioassay records as filed in PubChem.
# Nrf2 inh: Nrf2 qHTS screen for inhibitors; A549 ARE-Fluc reporter, luciferase luminescence, 18-24 h; Potency, µM (series often up to 46 µM), inactives show at the top dose activity change, negative = inhibition, actives largely listed as inhibitors; 360,000 tested, 2.1% active; AID 504444, 2011; note: potency is the fitted concentration of half-maximal effect; % is set by controls: 0 for no effect and ±100 for the full control effect; nearly all actives have a fitted effect of over 60% in size
#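 Nrf2 function is reported as luminescence of an ARE-controlled luciferase in A549 cells. Compounds were tested at several concentrations, and a CellTiter-Fluor read on the same wells flagged cytotoxicity.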
# TGFb inhibitor: qHTS for Inhibitors of TGF-b. HepG2 CAGA-GFP TGF-b/SMAD3 reporter, GFP fluorescence, 18 h; TGF-beta stimulated, 500 pg/mL final. Potency, µM (highest dose often 46.1 µM), without a hit: at the highest dose activity, negative = inhibition, actives largely listed as inhibitors. AID 588855, 2011. 410,000 tested, 1.2% active; note: potency is the fitted concentration of half-maximal effect; % is set by controls: 0 for no effect and ±100 for the full control effect; nearly all actives have a fitted effect of over 65% in size
#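 TGF-beta reporter screen: HEPG2 CAGA-GFP, 1% FBS, 500 pg/mL TGF-beta final, 18 h; per-cell GFP summed per well; curves fitted and categorized by class.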
# Nrf2 ARE act: qHTS of Nrf2 Activators | AREc32 ARE-luciferase reporter (MCF7-derived line), luminescence, 24 h | Potency, µM (doses to about 46.1 µM), for inactives: top-dose activation, most hits filed as activators | 410,000 tested, 0.31% active; note: potency is the fitted concentration of half-maximal effect; % of control where 0% means no effect; nearly all actives have a fitted effect of over 65% in size
#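 Luminescent ARE reporter assay in AREc32_Fluc cells: overnight plating at 37 deg C, 24 hr compound incubation, Steady-Glo added, 30 min RT before reading.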
# pAkt inh: HTS Assay for Inhibitors of Akt Phophorylation: Primary Screen. Neuro2A IGF-stimulated pAkt S473 HTRF, 20 min; hits give low values. activity change, % for hits at 50 µM. 360,000 tested, 0.32% active; in the data active = activity change below about -80%; inconclusive = mostly about -51% to -80%; note: % is set by controls: 0 for no effect and ±100 for the full control effect
#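 Single-point screen (50 µM final compound) in Neuro2A cells stimulated 20 min with 6 nM IGF at 37 deg C. After lysis, Ser473-phosphorylated Akt read by HTRF (ex 330 nm, em 615/665 nm) as the 665/615 ratio.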
# MmCpn inh: Inhibitors of TCP-1 ring complex (TRiC) of Methanococcus maripaludis (MmCpn): qHTS. purified Mm-Cpn ATPase, ADP Transcreener TR-FRET. Potency, µM (top dose mostly 76.9 µM), for the others: top-dose activity, negative = inhibition, usual class: inhibitors. 330,000 tested, 0.031% active; note: potency is the fitted concentration of half-maximal effect; % is set by controls: 0 for no effect and ±100 for the full control effect; nearly all actives have a fitted effect of over 80% in size
#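 ATP (10 uM final) was added to archaeal chaperonin (25 nM final) after 10 min exposure to test compound at 37°C; after 30 min further incubation, ADP was detected by competitive TR-FRET.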
# EPAC2 antag: qHTS for Antagonist of cAMP-regulated guanine nucleotide exchange factor 2 (EPAC2): primary screen; AID 720708, 2013; Potency, µM (doses to about 114 µM), inactives show at the top dose activity, negative = inhibition, usual class: inhibitors; EPAC2 GEF exchange of Rap1B-BODIPY-GDP, fluorescence; 360,000 tested, 0.18% active; Rap guanine nucleotide exchange factor 4 (Homo sapiens), Q8WZA2; note: potency is the fitted concentration of half-maximal effect; % is set by controls: 0 for no effect and ±100 for the full control effect; nearly all actives have a fitted effect of over 45% in size; many of its hits are not listed in these tables
# Target sequence (Q8WZA2 whole entry, looked up): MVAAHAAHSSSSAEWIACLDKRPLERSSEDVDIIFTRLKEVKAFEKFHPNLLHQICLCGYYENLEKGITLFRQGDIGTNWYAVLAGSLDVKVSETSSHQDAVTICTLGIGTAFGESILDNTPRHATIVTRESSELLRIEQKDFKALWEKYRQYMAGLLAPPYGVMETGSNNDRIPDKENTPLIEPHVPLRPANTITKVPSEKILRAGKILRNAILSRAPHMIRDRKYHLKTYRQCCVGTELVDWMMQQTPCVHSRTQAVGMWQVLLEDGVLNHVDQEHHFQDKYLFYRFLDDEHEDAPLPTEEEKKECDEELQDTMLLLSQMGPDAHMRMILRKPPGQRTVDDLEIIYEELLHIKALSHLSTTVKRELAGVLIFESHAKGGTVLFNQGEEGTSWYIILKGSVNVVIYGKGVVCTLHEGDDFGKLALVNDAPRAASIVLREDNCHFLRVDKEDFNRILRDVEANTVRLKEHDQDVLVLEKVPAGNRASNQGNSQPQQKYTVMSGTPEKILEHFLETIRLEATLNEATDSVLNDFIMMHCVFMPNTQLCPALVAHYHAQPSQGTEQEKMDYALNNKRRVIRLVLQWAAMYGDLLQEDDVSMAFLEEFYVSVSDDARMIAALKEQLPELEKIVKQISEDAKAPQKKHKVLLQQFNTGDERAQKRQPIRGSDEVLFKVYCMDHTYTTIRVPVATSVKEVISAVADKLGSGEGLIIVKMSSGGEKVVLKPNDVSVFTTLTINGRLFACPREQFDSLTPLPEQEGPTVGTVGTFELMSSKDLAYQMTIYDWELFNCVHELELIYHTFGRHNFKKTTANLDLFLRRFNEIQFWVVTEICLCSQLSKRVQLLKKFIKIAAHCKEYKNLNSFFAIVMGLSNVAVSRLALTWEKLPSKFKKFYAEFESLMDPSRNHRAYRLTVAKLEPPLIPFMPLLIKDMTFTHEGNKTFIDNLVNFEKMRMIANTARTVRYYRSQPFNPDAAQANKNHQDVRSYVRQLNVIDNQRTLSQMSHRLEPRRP
# CCT chaperon mod: High-Throughput Screening for Modulators of Cytosolic Chaperonin Activity | 360,000 tested, 0.3% active | activity change, % (concentration not given with the values), hits read low | purified chaperonin ATPase assay, HTRF ADP detection, 30 min; in the data active = activity change below about -30%; note: % is set by controls: 0 for no effect and ±100 for the full control effect
#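 TRiC at 40 or 20 nM final (batch-dependent) in 30 mM Tris pH 7.4, 100 mM KCl, 5 mM MgCl2, 1 mM DTT, with compound at single 76 uM and 10 uM ATP, 30 min at 37 deg C. ADP detected by HTRF Transcreener, 665/615 ratio.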
# EPAC2 agonist: qHTS for Agonist of cAMP-regulated guanine nucleotide exchange factor 4 (EPAC2): primary screen. EPAC2 activation, biochemical qHTS; response scale: 100% = 6.5 mM cAMP response. Potency, µM (highest dose often 154 µM), inactives show at the top dose activation, usual class: activators. 360,000 tested, 0.079% active. AID 720711, 2013; note: potency is the fitted concentration of half-maximal effect; nearly all actives have a fitted effect of over 50% in size
#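 Nucleotide exchange monitored as fluorescence drop when BODIPY-GDP leaves Rap1B. Reaction: 100 nM EPAC2, 250 nM RAP1B-BODIPY-GDP, 50 uM GDP, room temperature, kinetic read over 30 min. Activity expressed relative to 6.5 mM cAMP.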
# A549 viability: Nrf2 qHTS screen for inhibitors: counterscreen for cytotoxicity; Potency, µM (series often up to 46 µM), inactives show top-dose activity change, negative = cytotoxicity, usual class: inhibitors; A549 ARE-Fluc cells, CellTiter-Fluor viability, 18-24 h; 390,000 tested, 0.16% active; note: potency is the fitted concentration of half-maximal effect; % is set by controls: 0 for no effect and ±100 for the full control effect
#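 Cytotoxicity counterscreen: CellTiter-Fluor fluorescence was measured in A549 ARE_Fluc cells after 18-24 h of compound exposure in a concentration series. The subsequent BugLite luminescent read reports ARE-luciferase activity.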
# The depositor's hits bear a star; i = inactive; u = inconclusive; x = not tested or not shown; & = joins results of further samples; [ ] = another dose, or the depositor's remark. Unless noted, calls come from the whole dose curve; as a rule, active = well fitted curve in the direction sought with a large enough effect; inconclusive = small, poorly fitted or top-dose-only effect, or another doubt; inactive = no such curve, though single readings can be large; an effect the other way counts as inactive or inconclusive. These rows are one share of the data; the hit share may differ from the screen's.
SMILES,Nrf2 inh,TGFb inhibitor,Nrf2 ARE act,pAkt inh,MmCpn inh,EPAC2 antag,CCT chaperon mod,EPAC2 agonist,A549 viability
Cc1nn(Cc2ccccc2Cl)c(C)c1NC(=O)c1noc(C(C)C)c1[N+](=O)[O-],0.0%,-0.6%,-0.1%,i,1.3%,-8.4%,-1.5,13.2%,1.0%
CC(C)=CCN1CCN(Cc2cc(CC(C)C)n[nH]2)CC1CCO (stereo not drawn),1.7%,-5.7%,-0.4%,i,-1.6%,-12.2%,-3.7,-11.2%,5.0%
CCN(CC)/C(=N/S(=O)(=O)c1ccc(C)cc1)c1ccccc1,-4.5%,-6.3%,-0.9%,i,0.0%,-14.6%,1.1,4.3%,2.1%
CCn1cc(C2=NC(CC(C)C)CO2)c2ccccc21 (stereo not drawn),10.0%,-20.2%,8.1%,i,0.0%,-3.7%,-16.5,5.3%,1.9%
CCOC(=O)c1cc(C#N)c(N2CCN(c3ccc(OC)cc3)CC2)[nH]c1=O,2.3%,6.6%,0.2%,i,-0.6%,-10.0%,-3.6,2.8%,14.2%
O=C(CCCOc1ccc(Cl)cc1Cl)NCCc1nnc2ccccn12,-1.1%,0.0%,0.0%,i,1.3%,-0.4%,-5.1,-0.2%,0.8%
CCCCN(C(=O)c1ccco1)C1CCS(=O)(=O)C1 (stereo not drawn),-1.8%,9.2%,0.8%,i,-1.3%,0.0%,-0.5,-0.7%,3.3%
O=C(c1ccccc1Cl)N1CCCC(c2nc3c(nnn3Cc3ccccc3)c(=O)[nH]2)C1 (stereo not drawn),-19.4%,-20.9%,1.5%,i,0.6%,-7.8%,-0.3,1.7%,3.7%
CC1CN(S(=O)(=O)c2cn(C)c(=O)n(C)c2=O)CC(C)O1 (stereo not drawn),7.2%,-6.2%,0.2%,i,0.7%,-10.2%,0.4,1.5%,13.5%
CCCCOC(=O)Cn1c2ccc(OC)cc2c2nc3ccccc3nc21,u,53.4%[activator],0.7%,i,-0.1%,21.9%,-0.4,6.4%,-18.7%
O=C(N/C(=C\c1ccccc1)C(=O)N1CCCCC1)c1ccco1,-23.7%,21.0%,1.9%,i,-2.4%,2.5%,-1.0,1.3%,-9.3%
Cc1cc(C)c2oc(-c3cccc(NC(=O)c4ccc(Br)o4)c3)nc2c1,2.6%,-18.6%,8.3%,x,x,x,x,x,3.3%
O=C1c2[nH]nc(-c3ccccc3O)c2C(c2cccc(Cl)c2)N1Cc1ccco1 (stereo not drawn),u,u,-0.5%,i,2.3%,-24.1%,-0.9,11.2%,u
Cc1ccc2nc3n(c(=O)c2c1)-c1cc2ccccc2cc1C(=O)NC3Cc1ccccc1 (stereo not drawn),x,-20.2%,-2.7%,i,x,-1.7%,-1.2,-11.1%,x
COc1ccc2c(c1)c(C(=O)CN1CCN(c3ccccc3)CC1)c(C)n2C,3.4%,u,4.2%,i,-8.1%,-1.1%,-0.2,3.3%,-2.7%
Cc1c(C(=O)NCCCN2CCCCC2)oc2ccc3c(c12)C(O)CC1(CCCCC1)O3 (stereo not drawn),4.4%,-6.5%,0.0%,x,2.0%,6.8%,0.3,9.3%,-14.3%
COCCNC(=S)N1CCC2CC1c1c(Cl)cccc12 (stereo not drawn),x,1.1%,0.0%,i,x,-4.7%,0.0,13.1%,x
C(=N\Nc1nc2ccccc2[nH]1)/C1CCCCC1,12.2%,-25.2%,-0.7%,i,0.5%,-7.4%,0.8,-0.8%,-0.7%
CCn1cc(C(=O)NCCCN(CC(C)C)CC(C)C)c(=O)c2cc(S(=O)(=O)N3CCOCC3)ccc21,2.3%,10.5%,-0.2%,i,2.8%,2.6%,-0.6,-14.4%,2.4%
O=C(c1ccccc1)c1ccc(OCCO)cc1,u,1.4%,5.7%,i,0.3%,-6.1%,0.7,3.8%,0.0%
CCOC(=O)c1ccccc1NC(=O)COC(=O)CCNS(=O)(=O)c1ccc(C)c(C)c1,-0.5%,-14.0%,-0.4%,i,1.5%,-9.5%,0.6,9.1%,0.4%
Cc1c(C(=O)O)oc2c1C(O)CC(C)(C)C2 (stereo not drawn),-17.7%&9.6%,-4.4%&-5.5%,0.0%&-0.5%,i,0.5%&0.4%,-3.4%&3.2%,-4.6&0.0,4.4%&3.6%,-8.3%&-4.3%
CCN(CC(=O)NCc1ccc(F)cc1)C(=O)c1oc2ccccc2c1C,1.8%,-0.2%,0.4%,i,3.5%,-0.5%,1.3,7.0%,-7.0%
CCCCS(=O)CC(CS(=O)CCCC)OC(=O)c1ccccc1 (stereo not drawn),20.6%,2.6%,-0.1%,i,0.0%,3.2%,1.4,6.4%,2.4%
O=C(COC(=O)c1cc(Cl)ccc1O)Nc1ccccc1C(=O)NC1CC1,-3.2%,5.1%,0.0%,i,-1.9%,6.4%,-4.3,9.7%,-3.4%
CCOc1cc(C2C3=C(CC(C)(C)CC3=O)N(CCOC)C3=C2C(=O)CC(C)(C)C3)ccc1O,6.2%,-0.3%,-0.3%,i,0.3%,1.8%,-5.2,4.6%,-13.2%
C=CCn1c(-c2cccc([N+](=O)[O-])c2)n[nH]c1=S,-24.8%,8.0%,-0.9%,i,0.8%,4.6%,0.6,-4.1%,-1.9%
COC(=O)c1cc(S(=O)(=O)NCc2ccccc2Cl)c[nH]1,-3.0%,8.1%,-0.1%,i,1.4%,-8.9%,-0.9,18.8%,-4.8%
CC(NS(=O)(=O)c1ccc2[nH]c(=O)[nH]c2c1)c1ccc(F)cc1 (stereo not drawn),x,-3.7%,-1.4%,i,x,3.3%,-1.1,-1.0%,x
Cc1ccc(-c2cc(C(=O)N3CCOCC3)c3ccccc3n2)o1,17.1%,1.9%,6.3%,i,-11.3%,4.0%,0.0,0.4%,-0.4%

# Some entries already given with just Nrf2 inh and EPAC2 antag.
smiles	Nrf2 inh	EPAC2 antag
Cc1c(C(=O)O)oc2c1C(O)CC(C)(C)C2 (stereo not drawn)	-17.7%&9.6%	-3.4%&3.2%
CCN(CC(=O)NCc1ccc(F)cc1)C(=O)c1oc2ccccc2c1C	1.8%	-0.5%
CCCCS(=O)CC(CS(=O)CCCC)OC(=O)c1ccccc1 (stereo not drawn)	20.6%	3.2%
O=C(COC(=O)c1cc(Cl)ccc1O)Nc1ccccc1C(=O)NC1CC1	-3.2%	6.4%

# The listing continues.
SMILES,Nrf2 inh,TGFb inhibitor,Nrf2 ARE act,pAkt inh,MmCpn inh,EPAC2 antag,CCT chaperon mod,EPAC2 agonist,A549 viability
COc1cc(/C=N/NC(=O)CCC(=O)NCc2ccccc2)cc(OC)c1OC,-8.6%,1.6%,0.3%,i,-2.2%,1.0%,1.3,-9.2%,-2.4%
CC(=O)N1CCC(N(Cc2ccco2)C(=O)Nc2cccc(C)c2)CC1,u,-28.1%,-0.5%,x,x,x,x,x,0.0%
CCc1ccc(/C=N/NC(=O)c2nnn(-c3nonc3N)c2C(C)C)cc1,-16.6%,-3.9%,4.8%,i,0.3%,13.1%,2.1,-0.6%,-2.9%
O=[N+]([O-])c1ccc(N2CCN(S(=O)(=O)c3ccc4ccccc4c3)CC2)cc1NCc1ccco1,x,u,0.9%,i,-2.5%,0.6%,0.5,1.1%,-1.4%
COC(=O)C1=CN(Cc2ccccc2)C=C(C(=O)OC)C1c1ccc(OC)c(OC)c1,u,24.8%,-0.3%,i,0.9%,u,-3.8,-1.2%,-6.2%
Cn1c(=O)c2cc(S(=O)(=O)NCCC(=O)NC3CCCCCC3)ccc2n(C)c1=O,-28.5%,1.6%,-0.7%,i,-4.1%,-0.3%,2.7,11.6%,-2.7%
Brc1ccc(-c2cnnc(N3CCCC3)n2)cc1,x,12.7%,5.0%,i,1.7%,0.4%,2.2,-17.2%,-0.7%
Cc1cc[n+](CC(=O)c2cccc([N+](=O)[O-])c2)c2ccccc12,1.1%,-1.2%,3.1%,i,-2.1%,5.8%,0.7,6.9%,0.2%
CSCCC(NC(=O)c1ccccc1)C(=O)N1CC(C)OC(C)C1 (stereo not drawn),-3.6%,-6.9%,-1.0%,i,0.6%,0.6%,0.5,3.3%,-1.1%
COc1ccccc1CNC(=O)Cn1cccc1C(=O)c1ccccc1C,u,4.5%,-0.9%,i,0.3%,-7.5%,-1.2,-2.9%,-3.3%
CCOc1cc(N2CCOCC2)c(OCC)cc1NC(=O)c1ccccc1,1.1%,7.5%,0.3%,i,-0.5%,-0.2%,-0.7,5.1%,-0.6%
O=C(NCC1CCCO1)c1cc2ccccc2[nH]1 (stereo not drawn),27.1%,21.9%,2.9%,i,2.5%,3.1%,0.2,-1.8%,-5.4%
CCc1ccc(N(CC)C(=O)Cc2c(C(=O)O)n(C)c3ccccc23)cc1,-13.4%,4.7%,-0.9%,i,1.3%,2.9%,-3.4,2.2%,0.1%
CCCCN(c1ccccc1)S(=O)(=O)c1ccc2c(c1)CCN2C(=O)CCC(=O)O,x,-21.0%,-0.8%,x,-1.1%,-3.0%,-3.7,-2.2%,5.4%
O=C(Nc1ccccn1)c1ccc(Cl)c(S(=O)(=O)N2CCc3ccccc32)c1,20.6µM*,u,-0.5%,i,0.2%,-5.9%,0.3,15.6%,-22.6%
